High-throughput results (PubChem)
STK33 kinase inh – inhibitors of human STK33 kinase. Q9BYT3. purified STK33, MBP phosphorylation, ADP-Glo luminescence. inhibition, % at 10 µM. 0.073% of 320,000 active;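 active = inhibition at or above 25%, using the most active replicate where run in duplicate; inactive = inhibition below 25%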
Target sequence (Q9BYT3 whole entry, looked up): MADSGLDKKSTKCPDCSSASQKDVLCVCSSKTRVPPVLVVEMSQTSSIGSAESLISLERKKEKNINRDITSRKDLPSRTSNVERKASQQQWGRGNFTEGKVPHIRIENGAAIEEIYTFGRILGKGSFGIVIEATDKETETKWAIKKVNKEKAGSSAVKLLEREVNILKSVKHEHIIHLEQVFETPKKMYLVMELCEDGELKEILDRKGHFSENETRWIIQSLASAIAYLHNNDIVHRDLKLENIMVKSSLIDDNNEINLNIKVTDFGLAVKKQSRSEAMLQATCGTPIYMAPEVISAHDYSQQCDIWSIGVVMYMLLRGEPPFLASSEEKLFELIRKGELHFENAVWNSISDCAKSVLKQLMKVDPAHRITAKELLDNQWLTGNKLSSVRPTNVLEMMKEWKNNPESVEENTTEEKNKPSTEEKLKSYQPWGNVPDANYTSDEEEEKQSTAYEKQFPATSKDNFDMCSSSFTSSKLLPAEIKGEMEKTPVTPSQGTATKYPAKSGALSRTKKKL
CHT PAM – human CHT allosteric activation | Q9GZV3 | CHT-expressing cells, membrane potential dye, choline EC20; stronger effect = higher value; LV-AA mutant CHT in HEK293 cells | B-score at 10 µM | 0.49% of 310,000 active;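 active = initial fluorescence not abnormally high and integrated response B-score, plate-corrected, over 3 SD above library mean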
CHT block – inhibits the human high affinity choline transporter. B-score at 10 µM. 0.86% of 310,000 active. Q9GZV3. CHT-expressing cells, membrane potential dye, choline response; stronger effect = lower value. AID 488975;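 active = B-score over 3 SD under the library average, and starting fluorescence ratio not unusually high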;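 note: choline stimulus applied at its EC90 after an EC20 pre-addition; B-score computed on integrated fluorescence ratio after choline addition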
An asterisk follows results filed as active.

`CC1(C)C2([N+](=O)[O-])CN3CC1([N+](=O)[O-])CN(C2)C3c1ccccc1` (stereo not given) gave STK33 kinase inh -0.7, CHT PAM inactive and CHT block inactive.
Screening CCCCn1c(=O)c(CCC(=O)OCC(=O)NC(=O)NCCOC)nc2ccccc21 returned STK33 kinase inh -3.0, CHT PAM inactive and CHT block inactive.
Screening COc1ccc2cc(Br)ccc2c1CC(=O)NCCCN1CCOCC1 returned STK33 kinase inh -1.4, CHT PAM inactive and CHT block inactive.
`Cc1ccccc1NC(=O)CN1C(=O)NC(C)(c2ccc3c(c2)OCO3)C1=O` (stereo not given) gave STK33 kinase inh -0.3, CHT PAM inactive and CHT block inactive.
Screening COc1ccc(-n2ccnc2SCC(=O)NCc2ccc(F)cc2)c(OC)c1 returned STK33 kinase inh -1.1, CHT PAM inactive and CHT block inactive.
For COc1ccc(CCNC(=O)c2csc3c2CCCC3)cc1 the results were STK33 kinase inh -0.3, CHT PAM inactive and CHT block inactive.
For CCC(C(=O)NC1CCCC1)N(C(=O)c1snc(C(N)=O)c1N)c1ccc2c(c1)OCCO2 (stereo not given) the results were STK33 kinase inh -0.1, CHT PAM inactive and CHT block inactive.
Screening COc1ccc(OC)c(NC(=O)C2CCN(S(=O)(=O)c3ccc4c(c3)CC(C)N4C(C)=O)CC2)c1 (stereo not given) returned STK33 kinase inh -2.1, CHT PAM inactive and CHT block inactive.
`Cc1ccc(C)c(NS(=O)(=O)c2cc(C(=O)NCc3ccccn3)ccc2Cl)c1` gave STK33 kinase inh -0.8, CHT PAM inactive and CHT block inactive.
Cc1cc(C(=O)NCCc2ccccc2)ccc1[N+](=O)[O-] was read as STK33 kinase inh -0.5, CHT PAM inactive and CHT block inactive.
For CC1(C)NC(=O)N(CNc2cc(Cl)ccc2Cl)C1=O the results were STK33 kinase inh 0.3, CHT PAM inactive and CHT block inactive.
Screening Cc1ccc(-c2csc(NC(=O)c3ccco3)n2)cc1C returned STK33 kinase inh 0.9, CHT PAM inactive and CHT block inactive.
C#CCOCCOCCOCCNc1nc(N2CCN(C(=O)[C@H](CCCCN)n3cc([C@@H](N)C(C)CC)nn3)CC2)nc(N2CCN(C(=O)[C@H](Cc3cc4ccccc4[nH]3)n3cc([C@@H](N)CC(C)C)nn3)CC2)n1 (stereo not given in full) was read as STK33 kinase inh 0.5, CHT PAM inactive and CHT block inactive.
`Cc1c(OC(=O)c2ccc([N+](=O)[O-])cc2)c2c(c[n+]1C)COC(C)(C)OC2` gave STK33 kinase inh 0.1, CHT PAM inactive and CHT block inactive.
`NC(=O)C1CCN(C(=O)CCc2nc3sc4c(c3c(=O)[nH]2)CCCC4)CC1` gave STK33 kinase inh -1.3, CHT PAM inactive and CHT block inactive.
For Cc1cc(OCCn2cc(/C(N)=N/O)c3ccccc32)ccc1Cl the results were STK33 kinase inh -1.6, CHT PAM inactive and CHT block inactive.
C/C(=N\NC(=O)C1CC1)c1cccc(NC(=O)c2cccc(Cl)c2)c1 was read as STK33 kinase inh -1.0, CHT PAM inactive and CHT block inactive.
`Nc1ncnc(Nc2cccc(Cl)c2Cl)n1` gave STK33 kinase inh 2.7, CHT PAM inactive and CHT block inactive.
`O=c1[nH]c(C2CCN(S(=O)(=O)c3ccc(C(F)(F)F)cc3)CC2)nc2c1nnn2Cc1ccc(F)cc1` gave STK33 kinase inh 0.0, CHT PAM inactive and CHT block inactive.
Screening COc1ccc(CCNS(=O)(=O)c2cccc3nsnc23)cc1OC returned STK33 kinase inh -1.7, CHT PAM inactive and CHT block inactive.
`O=C(Nc1nnc(-c2cccs2)o1)c1cccc(C(F)(F)F)c1` gave STK33 kinase inh -1.7, CHT PAM inactive and CHT block inactive.
Screening CCc1ccc(NC(=O)CSc2nnc(-c3ccco3)o2)cc1 returned STK33 kinase inh 0.2, CHT PAM inactive and CHT block inactive.
`Cc1cc(Cl)c(S(=O)(=O)NC(C(=O)O)C(C)C)cc1OCC(=O)NC1CCCCC1` (stereo not given) gave STK33 kinase inh -0.5, CHT PAM inactive and CHT block inactive.
For COc1ccc(OC)c(NC(=O)CCc2c[nH]c3ccccc23)c1 the results were STK33 kinase inh -2.7, CHT PAM inactive and CHT block inactive.
Screening COc1ccccc1NC(=O)CC1SC(=N)N(c2ccccc2)C1=O (stereo not given) returned STK33 kinase inh -0.1, CHT PAM inactive and CHT block inactive.
For CC(=O)Nc1cccn(Cc2c(Cl)cccc2Cl)c1=O the results were STK33 kinase inh -1.9, CHT PAM inactive and CHT block inactive.
`O=C(Nc1ccccc1)c1cc(-c2ccccc2Cl)no1` gave STK33 kinase inh 3.6, CHT PAM inactive and CHT block inactive.
For O=C(NC1CC1)C1=C[C@@H](C2CCCCC2)C[C@@H](OCc2ccc(CO)cc2)O1 the results were STK33 kinase inh -0.1, CHT PAM inactive and CHT block inactive.
Screening CCc1sc(C(=O)NCc2ccco2)cc1Br returned STK33 kinase inh -4.4, CHT PAM inactive and CHT block inactive.
Screening O=C(O)/C=C/c1cn(-c2ccccc2)nc1-c1cc2ccccc2oc1=O returned STK33 kinase inh -0.9, CHT PAM inactive and CHT block inactive.
Cc1cc([N+](=O)[O-])nn1CC(=O)NNC(=S)Nc1ccc(Cl)cc1 was read as STK33 kinase inh 1.1, CHT PAM inactive and CHT block inactive.
Screening Cc1ccc2nc3sc(C(=O)Nc4c(C)[nH]c(=O)[nH]c4=O)c(N)c3cc2c1 returned STK33 kinase inh -0.9, CHT PAM inactive and CHT block inactive.
For CCN1CCC2(CCN(C(=O)c3cc(COc4cc(C)ccc4C)on3)C2)C1 (stereo not given) the results were STK33 kinase inh -0.8, CHT PAM inactive and CHT block inactive.
`Cc1c(OC(C)C(=O)N2C[C@H]3C[C@@H](C2)c2cccc(=O)n2C3)ccc2c3c(c(=O)oc12)CCCC3` (stereo not given in full) gave STK33 kinase inh -0.6, CHT PAM inactive and CHT block inactive.
CCOC(=O)c1ccccc1NC(=O)c1c(O)c2ccccc2n(CC)c1=O was read as STK33 kinase inh 0.0, CHT PAM inactive and CHT block inactive.
Screening CN(C)c1nc(-c2ccccc2)nc(-c2ccc(Cl)cc2)c1C#N returned STK33 kinase inh -0.4, CHT PAM inactive and CHT block inactive.
For CCOc1ccccc1N1CCN(C(=O)c2ccc(-c3ccc(OC(C)=O)cc3)cc2)CC1 the results were STK33 kinase inh -0.9, CHT PAM inactive and CHT block inactive.
Cn1cnc([N+](=O)[O-])c1Nc1ccccc1O was read as STK33 kinase inh 0.5, CHT PAM inactive and CHT block inactive.
Screening O=C(NCCN1CCCCCC1)C1CCN(S(=O)(=O)N2CCOCC2)CC1 returned STK33 kinase inh -1.4, CHT PAM inactive and CHT block inactive.
For COc1ccc(Br)cc1/C=C\C(=O)NCc1cccnc1 the results were STK33 kinase inh -0.5, CHT PAM inactive and CHT block inactive.
Cc1c(Br)c(C(N)=O)nn1C was read as STK33 kinase inh -1.7, CHT PAM inactive and CHT block inactive.
Screening O=C(CN1CCN(Cc2ccc3c(c2)OCO3)CC1)Nc1ccc2c(c1)OCO2 returned STK33 kinase inh -0.6, CHT PAM inactive and CHT block inactive.
`O=C(OCc1ccccc1Cl)c1ccc(-n2cnnc2)cc1` gave STK33 kinase inh 0.0, CHT PAM inactive and CHT block inactive.
COc1cc(C2NC(=O)NC(c3ccccc3)=C2C(C)=O)c(Br)c(Br)c1O (stereo not given) was read as STK33 kinase inh -0.8, CHT PAM inactive and CHT block inactive.
For CC(C)C(=O)NN1c2ccccc2CCc2ccccc21 the results were STK33 kinase inh 0.2, CHT PAM inactive and CHT block inactive.
`CCOC(=O)C1CCN(c2cc3c(cc2NC(=O)c2ccc(F)cc2)n(C)c(=O)n3C)CC1` gave STK33 kinase inh -0.9, CHT PAM inactive and CHT block inactive.
CCN(CC)CCNCc1cc(Cl)ccc1OCc1ccccc1F was read as STK33 kinase inh -1.8, CHT PAM inactive and CHT block inactive.
`Cc1ccc(S(=O)(=O)NC2CC2)cc1[N+](=O)[O-]` gave STK33 kinase inh 0.1, CHT PAM inactive and CHT block inactive.
c1ccc(-c2nnc(-c3ccccn3)nn2)nc1 was read as STK33 kinase inh -0.2, CHT PAM inactive and CHT block inactive.
`S=C(NCc1ccncc1)Nc1ccc(Cl)cc1` gave STK33 kinase inh -0.4, CHT PAM inactive and CHT block inactive.
COc1cc(C(=O)NC(=S)NNC(=O)[C@H]2C[C@@H]2c2ccccc2)cc(OC)c1OC was read as STK33 kinase inh -3.3, CHT PAM inactive and CHT block -5.9*.
Screening CC(Cc1ccc(Cl)cc1)N1CCC(n2nccc2NC(=O)C2CCCC2)CC1 (stereo not given) returned STK33 kinase inh -1.4, CHT PAM inactive and CHT block inactive.
`Cc1cc2c(=O)n(Cc3ccco3)c(SCC(=O)NCc3ccco3)nc2s1` gave STK33 kinase inh 0.9, CHT PAM inactive and CHT block inactive.
For COc1ccc(C(=O)NC(C)CCCC(C)(C)O)cc1OC1CCN(C(C)=O)CC1 (stereo not given) the results were STK33 kinase inh -8.8, CHT PAM inactive and CHT block inactive.
O=C(N/N=C/c1ccc2c(c1)OCO2)c1cccnc1 was read as STK33 kinase inh -0.4, CHT PAM inactive and CHT block inactive.
For COc1ccc2c(c1)C1=NN(/C(C)=C\C(C)=O)C(c3ccccc3)C1CC2 (stereo not given) the results were STK33 kinase inh 2.7, CHT PAM inactive and CHT block inactive.
`NC(=O)NC(=O)COC(=O)c1ccc2c(c1)C(=O)N(Cc1ccccc1)C2=O` gave STK33 kinase inh -0.8, CHT PAM inactive and CHT block inactive.
COc1ccc(-c2cnnn2-c2ccc(NC(=O)/C=C/c3ccc(OC)c(OC)c3)cc2)cc1 was read as STK33 kinase inh 2.4, CHT PAM inactive and CHT block inactive.
For O=C(CSc1ccccc1)Nc1nc2ccccc2[nH]1 the results were STK33 kinase inh -0.6, CHT PAM inactive and CHT block inactive.
Screening COc1cccc(C2CC(c3cccs3)=NN2C(=O)CSc2nc3ccccc3o2)c1OC (stereo not given) returned STK33 kinase inh -0.9, CHT PAM inactive and CHT block inactive.
COc1cc2c(cc1OC)C(c1ccccc1O)N(C1CC(=O)N(c3ccccc3)C1=O)CC2 (stereo not given) was read as STK33 kinase inh -2.7, CHT PAM inactive and CHT block inactive.
For COc1cccc(CNC(=O)C2Cc3cc(S(=O)(=O)N4CCCC4)ccc3N2C(C)=O)c1OC (stereo not given) the results were STK33 kinase inh -0.5, CHT PAM inactive and CHT block inactive.
`O=C(NCCc1ccccc1)C(=O)NCC(c1ccco1)N1CCOCC1` (stereo not given) gave STK33 kinase inh 0.7, CHT PAM inactive and CHT block inactive.
O=C(NCC1CCCO1)c1ccc(NC(=O)c2cccc(Cl)c2)cc1 (stereo not given) was read as STK33 kinase inh 0.1, CHT PAM inactive and CHT block inactive.
Screening Clc1ccc(CNCc2cccs2)cc1Cl returned STK33 kinase inh -0.1, CHT PAM inactive and CHT block inactive.
For O=C(NC1CCCC1)C1(c2ccccc2)CCN(S(=O)(=O)c2ccccc2)CC1 the results were STK33 kinase inh -1.1, CHT PAM inactive and CHT block inactive.
`CC1Sc2ccc(S(=O)(=O)N3CCC(C(=O)Nc4cccc(Cl)c4)CC3)cc2NC1=O` (stereo not given) gave STK33 kinase inh 0.1, CHT PAM inactive and CHT block inactive.
COC(=O)c1[nH]c2ccc(Br)cc2c1NC(=O)CN1CCCCC1CCO (stereo not given) was read as STK33 kinase inh -0.8, CHT PAM inactive and CHT block inactive.
Screening COc1ccc(-c2csc(/C(C#N)=C\c3cccc([N+](=O)[O-])c3)n2)cc1 returned STK33 kinase inh -3.2, CHT PAM inactive and CHT block inactive.

Among those listed so far, these have a thiophene ring, fused or not.
For COc1ccc(CCNC(=O)c2csc3c2CCCC3)cc1 the results were STK33 kinase inh -0.3, CHT PAM inactive and CHT block inactive.
`NC(=O)C1CCN(C(=O)CCc2nc3sc4c(c3c(=O)[nH]2)CCCC4)CC1` gave STK33 kinase inh -1.3, CHT PAM inactive and CHT block inactive.
`O=C(Nc1nnc(-c2cccs2)o1)c1cccc(C(F)(F)F)c1` gave STK33 kinase inh -1.7, CHT PAM inactive and CHT block inactive.
Screening CCc1sc(C(=O)NCc2ccco2)cc1Br returned STK33 kinase inh -4.4, CHT PAM inactive and CHT block inactive.
Screening Cc1ccc2nc3sc(C(=O)Nc4c(C)[nH]c(=O)[nH]c4=O)c(N)c3cc2c1 returned STK33 kinase inh -0.9, CHT PAM inactive and CHT block inactive.
`Cc1cc2c(=O)n(Cc3ccco3)c(SCC(=O)NCc3ccco3)nc2s1` gave STK33 kinase inh 0.9, CHT PAM inactive and CHT block inactive.
Screening COc1cccc(C2CC(c3cccs3)=NN2C(=O)CSc2nc3ccccc3o2)c1OC (stereo not given) returned STK33 kinase inh -0.9, CHT PAM inactive and CHT block inactive.
Screening Clc1ccc(CNCc2cccs2)cc1Cl returned STK33 kinase inh -0.1, CHT PAM inactive and CHT block inactive.
